KDM5B inh = blocks human KDM5B histone demethylase activity | Potency, µM (highest dose often 57.7 µM), for inactives: top-dose activity change, negative = inhibition, actives largely listed as inhibitors | KDM5B demethylase, FDH-coupled NADH fluorescence (FDH is formaldehyde dehydrogenase) | Q9UGL1 | actives 2.6% (n = 220,000) | AID 1347165; active means well fitted inhibition curve with a large enough effect; inconclusive means small, poorly fitted or top-dose-only effect; inactive means no such curve, though single readings can be large or run the other way; further: 0% is about no effect; nearly all actives have a fitted effect of over 70% in size
Target sequence (Q9UGL1 whole entry, looked up): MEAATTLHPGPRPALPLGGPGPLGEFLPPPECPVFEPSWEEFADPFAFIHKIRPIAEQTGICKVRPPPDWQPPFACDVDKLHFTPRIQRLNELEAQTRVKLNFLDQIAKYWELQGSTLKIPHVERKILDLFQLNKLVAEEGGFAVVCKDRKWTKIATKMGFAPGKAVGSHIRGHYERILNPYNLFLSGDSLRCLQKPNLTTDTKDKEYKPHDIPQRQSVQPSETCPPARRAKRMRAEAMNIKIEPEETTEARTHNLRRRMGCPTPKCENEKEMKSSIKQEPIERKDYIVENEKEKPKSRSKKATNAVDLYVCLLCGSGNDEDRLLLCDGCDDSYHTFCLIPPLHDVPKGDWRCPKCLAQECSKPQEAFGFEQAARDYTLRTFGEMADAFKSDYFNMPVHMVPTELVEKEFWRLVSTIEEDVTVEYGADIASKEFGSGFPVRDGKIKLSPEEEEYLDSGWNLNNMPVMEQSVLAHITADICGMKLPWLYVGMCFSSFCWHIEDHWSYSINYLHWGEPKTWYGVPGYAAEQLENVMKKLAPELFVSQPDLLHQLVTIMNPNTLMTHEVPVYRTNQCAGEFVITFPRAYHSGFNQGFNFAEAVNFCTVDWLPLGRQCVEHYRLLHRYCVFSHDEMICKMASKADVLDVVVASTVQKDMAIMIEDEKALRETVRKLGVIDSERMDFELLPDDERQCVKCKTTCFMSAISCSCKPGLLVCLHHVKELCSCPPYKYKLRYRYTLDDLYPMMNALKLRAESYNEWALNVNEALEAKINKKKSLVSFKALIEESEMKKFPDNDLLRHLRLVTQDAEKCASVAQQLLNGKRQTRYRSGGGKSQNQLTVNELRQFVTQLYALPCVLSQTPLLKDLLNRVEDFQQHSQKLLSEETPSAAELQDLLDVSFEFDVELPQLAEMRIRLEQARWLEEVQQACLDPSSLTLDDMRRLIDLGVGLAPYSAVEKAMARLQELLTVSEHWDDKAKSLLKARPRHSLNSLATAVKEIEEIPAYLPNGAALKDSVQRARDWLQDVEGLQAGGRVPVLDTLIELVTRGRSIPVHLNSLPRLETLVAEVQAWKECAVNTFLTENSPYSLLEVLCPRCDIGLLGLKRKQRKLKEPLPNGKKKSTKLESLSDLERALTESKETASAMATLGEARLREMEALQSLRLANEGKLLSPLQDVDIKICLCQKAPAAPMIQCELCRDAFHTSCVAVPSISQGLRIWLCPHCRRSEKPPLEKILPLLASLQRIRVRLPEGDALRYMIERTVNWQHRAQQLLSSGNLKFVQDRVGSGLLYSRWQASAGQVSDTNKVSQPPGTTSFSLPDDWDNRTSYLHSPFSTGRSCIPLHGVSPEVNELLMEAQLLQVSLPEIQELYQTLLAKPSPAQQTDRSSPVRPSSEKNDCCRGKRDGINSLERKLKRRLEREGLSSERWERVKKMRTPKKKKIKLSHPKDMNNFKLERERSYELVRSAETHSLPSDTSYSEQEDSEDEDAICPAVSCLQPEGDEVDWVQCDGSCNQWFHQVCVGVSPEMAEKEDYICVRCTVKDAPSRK
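qHTS format, multiple compound concentrations. Buffer 50 mM HEPES pH 7.5/0.01% Tween-20; 200 nM KDM5BΔAP final; 10 min compound preincubation; substrate-mix levels 12.5 µM peptide, 25 µM α-KG, 0.25 mM NAD⁺; 30 min RT; ΔRFU.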
Starred values were filed as active, the others as inactive; ? = inconclusive; & = joins results of further samples; [ ] = another dose, or the depositor's remark. Potency means the concentration at half of the fitted maximal effect.

compound,KDM5B inh
COCCCN1C(=O)N(c2ccc(F)cc2)C(=O)C1CC(=O)Nc1ccccc1 (stereo unspecified),37.1%
Cc1ccc(NC(=O)CSc2nc3ccccc3c3nc(CCn4cncc4C)nn23)c(C)c1,-6.7%
COC(=O)CNC(c1ccccc1)c1cc(Br)ccc1NC(=O)c1ccccc1 (stereo unspecified),?
CC(C#N)Sc1nnc(-c2c[nH]c3ccccc23)n1C1CC1 (stereo unspecified),18.5%
Cc1ccc(-c2ccc(=O)n(Cc3noc(C(=O)NCCc4cccs4)n3)n2)cc1,-23.5%
N#C/C(=C/c1ccccc1OC(F)F)C(=O)Nc1ccccc1Oc1ccccc1,-1.8%
O=S(=O)(c1ccc(F)cc1)c1nc(-c2ccc(F)cc2)oc1NCCN1CCOCC1,1.7%
CN(C)[C@@H]1CN(C(=O)c2ccccc2F)CC[C@]1(O)c1ccccc1,-12.5%
COCC1CN(C2CCC2)CC12CCN(C(=O)C(C)C)CC2 (stereo unspecified),?
O=C1CN(S(=O)(=O)c2cccc(Cl)c2Cl)c2ccccc2N1,19.9%
COc1ccccc1-c1cc(-c2cccnc2)c2cncn2c1,39.8µM*
O=C(NC1CCN(C(=O)N2CC3CC(C2)[C@H]2CCCC(=O)N2C3)CC1)C1CC=CC1 (stereo partly specified),-0.5%
CCOc1ccccc1NC(=O)c1cc2n(n1)CC(c1ccc(Cl)cc1)OC2 (stereo unspecified),22.4µM*
COc1cccc(-c2noc(-c3nc(-c4ccc5c(c4)OCO5)no3)n2)c1OC,-13.7%
NC(=O)CSc1nc(-c2cccs2)nc2ccccc12,?

As entered above.
Value of CN(C)[C@@H]1CN(C(=O)c2ccccc2F)CC[C@]1(O)c1ccccc1 under KDM5B inh: -12.5%
Value of COc1cccc(-c2noc(-c3nc(-c4ccc5c(c4)OCO5)no3)n2)c1OC under KDM5B inh: -13.7%

Other results.
compound,KDM5B inh
COCCNC(=O)c1sc(NCc2ccco2)nc1C,15.5%
CN(C(=O)CSc1nc2ccccc2n1CC(=O)NCc1ccc(F)cc1)c1ccc(F)cc1,-9.2%
Cc1onc(-c2ccccc2)c1C(=O)Nc1nnc(CC(C)(C)C)s1,-3.7%&-8.0%
CCOC(=O)c1c(-c2ccc(OC)cc2)csc1NC(=O)CNC(C)(C)C,-18.3%
Cc1cc2ccccc2n1CC(=O)N1CCN(CC(=O)N2CCCC2)CC1,9.8%
COc1ccc(C(=O)/C=C/c2cn(CC(O)CN3CCCCCC3)c3ccccc23)cc1OC (stereo unspecified),?
CCC1=C(C(=O)OC)C(c2ccc(C)cc2C)N2C(CC(=O)N3CCCCC3C)=CSC2=N1 (stereo unspecified),?
Nc1c(Br)cc([N+](=O)[O-])cc1Br,29.7%
Cc1ccc(CNC(=O)c2ccc(-c3ccc(N4CCCCC4)nc3)cc2)o1,20µM*
COc1cc(/C=C(/C#N)c2ccccn2)ccc1OC(F)F,?
Cc1cc2c(c(=O)n1CCN(C)C)C(c1c(Cl)cccc1Cl)C(C#N)=C(N)O2 (stereo unspecified),8.8%
COc1ccccc1-c1[nH]ncc1CN1CCCN(S(=O)(=O)c2ccccc2)CCC(=O)NCC1,2.7%
OC(Cn1ccnc1-c1cc(F)ccc1-n1cccn1)c1ccccc1 (stereo unspecified),?
Cc1nc(-c2cn(C3CCCN(C(=O)c4cccc(Cl)c4)C3)nn2)no1 (stereo unspecified),26.1%
COc1cccc(-c2nc(-c3nnn4c3COC(c3ccccc3Cl)C4)no2)c1 (stereo unspecified),128.1%[activator]
COc1ccc(CN2CCC3(Cc4ccccc4CNC3=O)C2)cn1 (stereo unspecified),6.7%[149 µM]
CCC1CCCCN1C(=O)Cn1cccc1-c1nc(-c2ccc(C)cc2)no1 (stereo unspecified),?
CCOC(=O)c1cnc2ccccc2c1Nc1ccc(OCC)cc1,-2.3%
CC1CCC/C(=N/NC(=S)Nc2ccccc2)C1 (stereo unspecified),-5.2%
COc1ccccc1/C=C/CN1CCCC(CCC(=O)Nc2ccccc2F)C1 (stereo unspecified),-18.8%
CC(C)(C)NC(=O)N1CCCCCCNC(=O)[C@@H]2C[C@@H](C(=O)N3CCc4ccccc4C3)C[C@@H]21,1.9%
CC(C)Sc1nc(N2CCOCC2)c2c(c1C#N)CCCC2,5.6%
Cc1cccc(NC(=O)COc2ncnc3ccccc23)c1,18.0%
CN1C(=O)CO[C@H]2CN(C(=O)C3CC3)C[C@H]21,29.1%[115 µM]
CCN(CC(=O)NC)C(=O)c1n[nH]c(=O)c2ccccc12,7.8%
Cc1cnc(NC(=O)CSc2nnc3ncccn23)s1,20.4%
CN(C)c1ccc(CNC(=O)c2ccc(NC(=O)N3CCCCc4ccccc43)cc2)cc1,8.9%
O=C(CCl)N1CC=C(c2ccccc2)CC1,?
COC(=O)c1ccc(OCC(O)CN2CCCN(c3ccc(C(F)(F)F)cn3)CC2)cc1 (stereo unspecified),-18.3%
Nc1cccc(COCC(F)(F)C(F)F)c1,1.7%

Three records drawn at random from the list so far, as already listed:
compound,KDM5B inh
CC(C)(C)NC(=O)N1CCCCCCNC(=O)[C@@H]2C[C@@H](C(=O)N3CCc4ccccc4C3)C[C@@H]21,1.9%
CCOC(=O)c1cnc2ccccc2c1Nc1ccc(OCC)cc1,-2.3%
O=C(CCl)N1CC=C(c2ccccc2)CC1,?

Further entries:
compound,KDM5B inh
Cc1cccc(C)c1NC1=NS(=O)(=O)c2ccccc21,-3.4%
CN=C(Nc1cccnc1)c1cccc(C(F)(F)F)c1,-18.9%
CN1C[C@@H](NC(=O)COc2ccccc2)C[C@H]1c1nc(-c2cccnc2)no1,-17.0%[86.2 µM]
CCCCn1c(=N)n(CC(O)c2ccccc2)c2ccccc21 (stereo unspecified),30.4%
CCc1ccc(Nc2nnc(SCC(=O)Nc3ccnn3C3CCCC3)s2)cc1,-1.6%
Cc1nnn2c(C(=O)NCc3ccc(Cl)cc3)cccc12,35.5µM*
COc1ccc(SCCC(=O)NC23CC4CC(CC(C4)C2)C3)cc1,13.5%
O=C(O)CCc1ncc(-c2c(F)cccc2F)o1,20.6%
Cc1csc(NC(=O)c2nc3c(o2)CCN(Cc2cc(F)ccc2F)CC3)n1,-15.9%[86.2 µM]
CCCn1c(SCC(O)c2ccccc2)nc2ccccc21 (stereo unspecified),?
Cc1cc(I)c(-c2c(I)cc(C)c(N)c2C)c(C)c1N,?
COCC(=O)N1CCc2nc(-c3ccccc3)nc(-c3ccc(OC)cc3)c2C1,22.4µM*
COCCNC(=O)[C@@H]1CCC[C@@H](NC(=O)c2ccc(OC)cc2)CN(C)C(=O)C1,7.4%[86.2 µM]
COc1ccc(CN2C=C(C(=O)OCc3c(C)noc3C)C(C)=NS2(=O)=O)cc1,-19.8%
Fc1cccc(Nc2ncnc3c2oc2ccccc23)c1,17.4%
Cc1cc(Cl)ccc1S(=O)(=O)N1CCCC(Cn2c(C)nc3cccnc32)C1 (stereo unspecified),-5.4%
COc1ccc(CNS(=O)(=O)c2csc(C(N)=O)c2)cc1OC,-8.6%
CC(Sc1nc(Cl)nc2nc[nH]c12)C(=O)N1CCN(c2cccc(Cl)c2)CC1 (stereo unspecified),11.1%
O=C(Cn1nc2c(cc1=O)CCCCC2)NCCCc1nnc2ccccn12,-2.8%
CCOc1cc(C(=O)N2CCC(Cc3nc(-c4cnccn4)no3)CC2)cc(OCC)c1OCC,-21.5%
Cc1ccc(-c2c[n+](CC(=O)c3cccs3)c3n2CCC3)cc1,19.5%
Cc1ccc(C)c(NC(=O)C2CCCN2S(=O)(=O)c2ccc3c(c2)CCCC(=O)N3)c1 (stereo unspecified),-14.1%
CCOC(=O)NC(c1ccccc1)C(C(=O)OCC)C(=O)OCC (stereo unspecified),27.1%
COc1cccc(CN2C(=O)c3ccccc3Sc3ccc(C(=O)NCc4ccccc4)cc32)c1,-9.0%
O=C(O)c1nn(Cc2ccccc2)c(=O)c2ccccc12,20.2%
Cc1c(Cl)cccc1NC(=O)N1CCC(Oc2ncccc2C(=O)N2CCOCC2)C1 (stereo unspecified),-2.9%
COC(=O)[C@H](Cc1ccc(OC)cc1)NC(=O)[C@H]1CN(S(=O)(=O)c2ccccc2)CCN1S(=O)(=O)c1ccccc1,7.4%
CC(C)c1cc(N)n[nH]1,-28.5%
CCN(CC)C(=O)Cn1cc(C(=O)C(=O)N(C)C2CCN(C)CC2)c2ccccc21,-0.7%
COC[C@@H]1CN(Cc2ccc(OC)c(C)c2)C[C@H]1C(=O)N(C)C,-14.8%
Cc1noc([C@@H]2CN(C(=O)CCc3nc4ccccc4s3)C[C@H]2C(N)=O)n1,-7.6%
c1ccc2c(NCc3ccc4c(c3)OCO4)nc(-c3ccncc3)nc2c1,?
CCc1ccc(CC)c(C(=O)Cn2c(Cl)nc3c2c(=O)n(C)c(=O)n3C)c1,14.2%
CCc1nc(-c2c3n(c(=O)n(CC(=O)Nc4c(C)cccc4CC)c2=O)CCCC3)no1,7.2%
c1ccc(CSC2=NCCCN2)cc1,-4.2%
O=C1NCCCCCN(C(=O)c2ccco2)[C@@H]2C[C@@H](C(=O)N3CCc4ccccc4C3)C[C@H]12,?
COc1ccc(-c2nnc3ccc(N4CCCC4)nn23)nc1,-22.7%[86.2 µM]
c1csc(-c2nnc(COc3ccc(-n4cnnn4)cc3)o2)c1,-9.1%
Cc1ccccc1CN1CC[C@H](c2nc3ncccc3[nH]2)C1,?
O=c1[nH]nc2n1CCN(S(=O)(=O)c1ccc(F)cc1F)C2,-19.6%
COC(=O)CN(CC(=O)NC(N)=O)Cc1ccccc1,10.4%
Cc1ccc(-n2ncc(C(=O)NCc3ccccc3)c2C2CCN(C(=O)OC(C)(C)C)CC2)cc1,-7.4%
O=C(C1CC1)N1CCC(Cc2noc(-c3ccncc3)n2)C1 (stereo unspecified),18.0%
CC(c1ccccc1)N(C)C(=O)c1cccc(CS(C)(=O)=O)c1 (stereo unspecified),1.9%
O=C(c1ccc2ncccc2c1)N1CCC2(CC1)CC(CO)N(C(=O)c1ccccc1)C2 (stereo unspecified),-16.9%
Brc1ccc2[nH]c3c(c2c1)CCC3,-2.4%
O=C(c1ccccc1F)N1CCc2nc(C3CC3)nc(-c3ccc(Cl)cc3)c2C1,11.5%[115 µM]
CC(C)n1c(CNC(=O)CC[C@H]2NC(=O)c3ccccc3NC2=O)nc2ccccc21,2.6%
NCCc1ccc(CN2C[C@@H]3CC[C@H](C2)N(Cc2ccccc2)C3)cc1,-4.4%
Cc1cccc(CNC(=O)CCC2CCN(S(=O)(=O)c3cccc(F)c3)CC2)c1,-11.5%
COc1ccccc1N1CCN(C(C(=O)O)c2c[nH]c3ccc(NC(=O)c4ccccc4)cc23)CC1 (stereo unspecified),15.6%
CC(C)OC(=O)Cn1nnc2sc3c(c2c1=O)CCCC3,13.8%
COCCN(C)Cc1c(C(=O)N(C)Cc2ccccc2)nc2ccccn12,-22.2%
COC(=O)c1nn(-c2cccc(C(F)(F)F)c2)ccc1=O,9.7%
CCOc1ccccc1NC(=O)N1CC2CC(C1)[C@H]1CCCC(=O)N1C2 (stereo partly specified),-10.7%
O=C(c1nc2sccn2c1Br)N1CCC(n2cc[nH]c2=O)CC1,-4.4%
CNC(=O)NC(=O)CN(C)Cc1ccc(C(C)C)cc1,13.6%
CC(C)Cn1c(SC(C)C(=O)Nc2nccs2)nnc1-c1ccco1 (stereo unspecified),16.3%
CCCNC(=O)C[C@@H]1CCN(S(=O)(=O)c2c(C)noc2C)C[C@@H]1CC,29.3%[86.2 µM]
CC(=O)Nc1cccc(Nc2nc(-c3cccs3)nc3ccccc23)c1,?

(continued)
compound,KDM5B inh
COc1ccc(NC(=O)c2cnc3c(c2)N([S+](=O)([O-])c2cccnc2)CCC3)cc1OC,8.8%
O=C(C1CCCC1)N1CC2(CCCN(CC3CC3)C2)Cc2ccccc21 (stereo unspecified),17.3%[115 µM]
O=C(NCCC1CCCC1)C1CC1,8.4%
CN(C)c1ccc(S(=O)(=O)N(C)C)cc1NC(=O)Cc1cccc2ccccc12,?
CC(C)c1ccc(NC(=O)C2(C)Cc3ccccc3C(=O)O2)cc1 (stereo unspecified),-8.6%
COc1ccccc1Oc1ccc(N/C=C/C(=O)c2ccc(Cl)cc2)cc1,7.5%
O=C(O)c1ccc2c(c1)n(Cc1ccc(F)cc1)c(=O)c1ccnn12,20µM*
Cc1ccccc1-c1noc(-c2ccc(N3CCN(C)CC3)c([N+](=O)[O-])c2)n1,-17.7%
CN1CCN(C(=O)Nc2ccc([N+](=O)[O-])cc2)CC1,-14.1%
Cc1nc2cc(C(=O)Nc3ccc(N(C)C)cc3)ccc2n1-c1ccccc1,4.6%
Cc1cccc(NC(=O)Cn2cc(C(=O)C3CCCCC3)c3ccccc32)c1C,-6.2%
O=C(Cn1ncc2c3ccccc3n(Cc3ccc(F)cc3)c2c1=O)NCCCN1CCCCC1,?
O=C(O)CC/C(=N\Nc1ccc([N+](=O)[O-])cc1)c1ccccc1,-16.2%

Bioassay records deposited in PubChem by National Center for Advancing Translational Sciences (NCATS).

An excerpt; count on the stated rates, not on these rows.
